# GPR55 beta-arrestin = GPR55 agonists via beta-arrestin recruitment, primary screen, imaging, U2OS cells, beta-arrestin-GFP redistribution (AID 1961). U2OS GPR55 beta-arrestin-GFP redistribution imaging; higher % means a stronger effect. activation, % at 10 µM, or EC50 in µM where a hit was titrated. G-protein coupled receptor 55 (Homo sapiens). 290,000 tested, 0.048% active;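 active = activation above 40% with more than 50 cells counted in the well; inconclusive = wells holding fewer than 50 cells, flagged as toxic or sparse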;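 also: U2OS osteosarcoma cells stably expressing GPR55 and beta-arrestin-GFP; plate controls were DMSO negative control for no effect and LPI positive control for full effect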
# NOD1 NF-kB reporter = NOD1 signaling inhibitors, primary screen, cell-based, luminescence, uHTS (AID 1578) | NOD1-driven NF-kB luciferase reporter cells, luminescence; higher % means a stronger effect | inhibition, % at 4 µM, or EC50 in µM where a hit was titrated | 290,000 tested, 1% active; in the data active = inhibition mostly above about 36%, no sharp cut-off; inactive = mostly below about 34%;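 also: HEK-293T reporter cells stimulated with the NOD1 agonist gamma-tri-DAP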
# T cell modulator = modulators of CD8 T cell-vesicle binding, primary screen, mouse 2C CD8+ T cells, flow cytometry. 2C CD8+ T cell-vesicle binding; active compounds read low. calls only at 7 µM. 330,000 tested, 0.068% active. AID 2052, 2009;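 active = response, share of CD8 T cells binding vesicles, and their 90th percentile fluorescence all below set limits, cut at about 80% in these data, passing the limit was not always enough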
#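 System: murine 2C transgenic CD8+ T lymphocytes; also added: QL9-loaded Drosophila micro-vesicles; times: binding 1.5 h at 37 °C; measured by: flow cytometry, PE anti-B7-1 (FL2) versus Alexa647 anti-CD8 (FL8), PFA-fixed; control set: Peptide-free naked vesicles (low) and QL9 vesicles with 0.7% DMSO vehicle (high)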
# HEK293 NOD2/NF-kB = NOD2 signaling inhibitors, cell-based, luminescence, uHTS, HEK293 (AID 1566); HEK293 NOD2/NF-kB luciferase reporter, luminescence; higher % means a stronger effect; inhibition, % at 4 µM; hits with a dose series show EC50 in µM; 290,000 tested, 0.63% active; also: many of its hits are not listed in these tables
# KOR beta-arrestin-1 = KOR antagonists, beta-arrestin recruitment, cell-based, luminescence, uHTS (AID 1778); inhibition, % at 10 µM; hits with a dose series show IC50 in µM; KOR beta-arrestin recruitment, luminescence, antagonist mode; higher % means a stronger effect; Kappa-type opioid receptor (Homo sapiens); 290,000 tested, 0.091% active; also: strong numbers were not always called active
# GPR55 antagonists = GPR55 antagonists blocking LPI-driven arrestin recruitment, primary screen, imaging, U2OS, beta-arrestin-GFP, LPI agonist (AID 2013) | U2OS GPR55 beta-arrestin-GFP translocation imaging, LPI antagonism; higher % means a stronger effect | 290,000 tested, 0.13% active | inhibition, % at 10 µM; hits with a dose series show IC50 in µM | G-protein coupled receptor 55 (Homo sapiens);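 active = spots per cell inhibited over 60%, with over 100 cells counted and total cytoplasm intensity under 500,000; inconclusive = wells with under 100 cells, flagged as likely toxic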;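 also: U2OS cells stably carrying GPR55 and arrestin-GFP stimulated by 5 µM LPI near EC80; imaged beta-arrestin-GFP aggregate spots per cell after agonist stimulation; plate controls were LPI-stimulated DMSO wells for no effect and DMSO wells without LPI for full effect; some results filed as inactive read as strong as hits; confirmed hits need IC50 under 10 µM and bright autofluorescent wells are also inconclusive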
# KOR beta-arrestin-2 = KOR agonists, beta-arrestin recruitment, primary screen, cell-based, luminescence, uHTS (AID 1777). KOR beta-arrestin recruitment, luminescence; higher % means a stronger effect. activation, % at 10 µM, or EC50 in µM where a hit was titrated. 280,000 tested, 0.02% active. Kappa-type opioid receptor (Homo sapiens); in the data active = activation above about 50%, passing the limit was not always enough; also: a part of the inactive calls stands beside numbers as strong as those of hits
# Myeloid diff 2 = induction of myeloid progenitor differentiation, primary screen, cell-based, flow cytometry, MLPCN library. ER-HoxA9 myeloid progenitors, lysozyme-GFP differentiation. 360,000 tested, 1% active. calls only at 10 µM;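 active = normalized GFP-positive differentiation at or above the plate's own cutoff, the solvent-only control mean plus 3 SD; inconclusive = no clear call, values can overlap the other calls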;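 also: cells exposed to compound for four days before flow analysis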
# NTR1 ag = agonists of NTR1, primary screen, imaging, U2OS cells, beta-arrestin-GFP, high content (AID 493036); 330,000 tested, 0.17% active; NTR1-U2OS beta-arrestin-GFP spot imaging, agonist mode; activation, % at 20 µM; Neurotensin receptor type 1 (Homo sapiens), P30989;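 active = activation at or above 40% of the spot to cytoplasm intensity ratio, with at least 20 cells analyzed; inconclusive = wells under 20 cells, flagged as cytotoxic or low count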;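 also: 0% = DMSO without peptide and 100% = 100 nM NTR1 peptide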
# Target sequence (P30989 whole entry, looked up): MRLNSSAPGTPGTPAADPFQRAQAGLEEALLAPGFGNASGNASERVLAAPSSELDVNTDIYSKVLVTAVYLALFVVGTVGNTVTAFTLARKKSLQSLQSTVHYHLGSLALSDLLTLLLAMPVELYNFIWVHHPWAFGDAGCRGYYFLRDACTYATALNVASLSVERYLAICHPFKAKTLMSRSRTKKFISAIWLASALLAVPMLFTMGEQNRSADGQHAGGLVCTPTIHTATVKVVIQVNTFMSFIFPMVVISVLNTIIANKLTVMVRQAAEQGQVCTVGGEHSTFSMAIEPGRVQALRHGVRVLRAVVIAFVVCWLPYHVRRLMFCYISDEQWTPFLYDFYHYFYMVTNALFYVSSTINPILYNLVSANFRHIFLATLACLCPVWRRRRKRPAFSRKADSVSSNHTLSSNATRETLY
# T cell modulator vesicle-bound % = also measured in T cell modulator; calls as there; double positive events, %; measured here: CD8+ vesicle-bound cell fraction;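 binding gate set so that unloaded-vesicle control wells show 10% double positive cells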
# NTR1 ag cell count 20 µM = second read-out of NTR1 ag, no call of its own (marks repeat the call); cell count; measured here: cell count, cytotoxicity flag
# Myeloid diff 2 GFP+ MAC1+ % = also measured in Myeloid diff 2; calls as there; GFP+ MAC1+ double positive, %; measured here: differentiation confirmed by MAC1 staining
# The depositor's hits bear a star; i = inactive; ? = inconclusive; / = no result given; [ ] = remark or other dose. Rule as the data show it, unless noted: active = inhibition above about 50%; inactive = the rest. The list is partial; count on the stated rates, not on these rows.
SMILES,GPR55 beta-arrestin,NOD1 NF-kB reporter,T cell modulator,T cell modulator vesicle-bound %,HEK293 NOD2/NF-kB,KOR beta-arrestin-1,GPR55 antagonists,KOR beta-arrestin-2,Myeloid diff 2,Myeloid diff 2 GFP+ MAC1+ %,NTR1 ag,NTR1 ag cell count 20 µM
Cc1ccc(CSc2cc(C)[nH]c(=O)n2)cc1,-0.1%,-6%,i,18,-5%,-27%,10%,0.6%,i,0.6,0.3,69
COc1cccc(/C=C2\Sc3ccc(C(=O)NCC4CCCO4)cc3N(C)C2=O)c1 (configuration not stated),-0.2%,24%,i,34,1%,-33%,4%,5.5%,i,3.7,1.2,42
COc1cc(/C=C(\C#N)C(=O)NCc2cccs2)ccc1O,-0.1%,-37%,i,33,-2%,6%,16%,-0.2%,i,0.9,0.0,60
O=C(c1ccccc1Cl)N1CCC(c2nc3c(nnn3Cc3ccco3)c(=O)[nH]2)CC1,-0.5%,-6%,i,52,2%,-6%,-2%,4.3%,i,1.8,2.5,81
COc1ccc(OCC(=O)Nn2c(-c3ccc(OC)cc3)nc3ccccc3c2=O)cc1,0.2%,35%,i,30,8%,-35%,0%,2.7%,i,0.3,0.0,46
Cc1cccc(C)c1NC(=O)C(=O)NCCCN1CCOCC1,?,-25%,i,25,14%,/,9%,-2.8%,i,0.8,0.3,57
CC(=O)Nc1ccc(NC(=O)CCc2nc3ccccc3c(=O)[nH]2)cc1,-0.3%,-28%,i,35,0%,-24%,1%,-1.4%,i,0.2,-0.6,76
O=C(Nc1ccc([N+](=O)[O-])cc1)C1COc2ccccc2O1 (configuration not stated),-0.3%,-29%,i,55,8%,-33%[20 µM],5%,-2.0%,i,0.5,1.1,58
CCCCCCCCCOC1OC(CO)C(O)C(O)C1NC(C)=O (configuration not stated),-0.3%,22%,i,50,5%,-3%,5%,12%,i,0.2,1.1,87
COc1ccc(OC)c(Nc2ncnc3sccc23)c1,0.0%,9%,i,24,-64%,9%,-4%,5.8%,i,0.8,-1.2,45
Cc1ccc(N2CC(C(=O)Nc3cc(C)ccc3F)CC2=O)cc1 (configuration not stated),-0.1%,0%,i,7,1%,-13%,11%,0.0%,i,0.7,-1.1,73
C#CCn1c(=NC(=O)CN2C(=O)CCC2=O)sc2cccc(C)c21,-0.2%,-4%,i,43,8%,-5%,11%,6.2%,i,1.7,1.1,102
Cc1cc(/C=C(/C#N)C(=O)Nc2ccc(Cl)cc2)c(C)n1-c1cccnc1,0.3%,5%,i,50,5%,0%,-3%,1.3%,i,0.8,6.5,105
COc1ccccc1N1CCN(C(=O)c2ccccc2N(C)S(=O)(=O)c2ccc(C)cc2)CC1,-0.1%,-17%,i,32,9%,27%,10%,-2.1%,i,0.7,0.3,56
N#Cc1ccc(OCc2ccc(C(=O)O)o2)cc1,0.0%,-13%,i,59,10%,-7%,5%,-3.4%,i,0.3,1.5,74
COc1cc2c(cc1NC(=O)CSc1ccccn1)oc1ccccc12,0.2%,19%,i,34,-32%,17%,10%,0.2%,i,0.6,10,84
CC(NC=O)c1nc2ccccc2n1CCc1ccccc1 (configuration not stated),1.3%,-2%,i,53,8%,-35%[20 µM],9%,0.6%,i,0.7,-1.5,69
COc1ccc(-c2c3c(nc4sc(C(=O)Nc5cc(C)on5)c(N)c24)CCC3)cc1,-0.1%,-20%,i,21,-2%,6%,21%,-4.6%,i,2.3,3.2,44
O=C(NC1C(=O)NNC1c1ccccc1)c1ccc(F)cc1 (configuration not stated),-0.1%,10%,i,36,-1%,7%,1%,2.1%,i,0.2,-8.0,22
Cc1ccc(C(=O)N2CCN(CCNC(=O)C(=O)NCc3ccc(Cl)cc3)CC2)cc1,-0.2%,-17%,i,37,8%,-24%,4%,-1.6%,i,0.0,-0.2,38
Oc1cccc2cnccc12,-0.1%,3%,i,55,18%,5%,-4%,/,i,0.7,0.1,66
O=c1cc(-c2ccc([N+](=O)[O-])cc2)nc2cc(-c3ccc(Cl)cc3)[nH]n12,0.2%,59%,i,20,-93%,4%,14%,-8.9%,/,/,/,/
CCn1c(SCC(=O)Nc2c(C)n(C)n(-c3ccccc3)c2=O)nnc1-c1cccc(C)c1,-0.2%,3%,i,28,13%,20%,6%,-2.2%,i,1.1,1.2,48
S=c1[nH]nc(-c2ccco2)n1-c1ccccc1Cl,0.0%,-30%,i,34,-10%,15%[20 µM],5%,/,i,0.4,-1.0,48
CS(=O)(=O)N1CCN(c2ccccc2NC(=O)c2ccc3ccccc3c2)CC1,-0.4%,-3%,i,34,13%,36%,-3%,-0.4%,i,0.0,3.0,57
O=C(Cc1csc(-c2ccccc2)n1)NCc1cccs1,0.2%,-7%,i,37,-10%,-29%,-5%,1.1%,i,0.5,0.9,48
COc1ccc(OC)c(S(=O)(=O)N2CCC(NC(=O)c3ccccc3)CC2)c1,0.0%,-8%,i,56,-12%,-42%,1%,-1.5%,i,0.9,0.7,101
Cc1cc(C)nc(SCCC(=O)N2CCOCC2)n1,0.3%,-28%,i,15,12%,40%,-5%,-3.9%,i,0.3,0.0,67
COc1ccc(NC(=O)Nc2ccc(OC)c(OC)c2)c([N+](=O)[O-])c1,0.2%,-30%,i,5,14%,34%,-15%,1.0%,i,1.6,8.8,64
O=C(CSc1nnc2scc(-c3ccccc3)n12)NCC1CCCO1 (configuration not stated),-0.2%,-18%,i,23,-1%,13%,18%,-4.7%,i,1.8,0.8,88
O=c1[nH]c2cc3c(cc2cc1CN(CCN1CCOCC1)C(=S)NCC1CCCO1)OCO3 (configuration not stated),-0.3%,-35%,i,23,17%,-4%,2%,-0.3%,i,1.0,-0.4,47
COc1c2c(nc3occc13)C(CC=C(C)C)(OC)C(=O)C=C2 (configuration not stated),-0.1%,9%,i,43,-16%,-15%[20 µM],5%,/,i,0.1,-1.0,57
CC(=O)c1ccc(NC(=S)N2CCCC2)cc1,-0.1%,-24%,i,58,-8%,27%,9%,0.9%,/,/,0.7,62
COc1ccc(CN2CCC(C(=O)Nc3ccc(Oc4cccnc4)cc3)CC2)c(C)c1C,0.2%,6%,i,66,40%,12%,8%,-7.2%,?,/,3.5,49
NS(=O)(=O)c1ccc(CNC(=O)COc2ccc3c4c(c(=O)oc3c2)CCCC4)cc1,0.6%,-16%,i,18,5%,2%,0%,-2.5%,i,0.9,1.6,52
CCCNC(=O)Cn1cnc2sc(C(=O)N3CCN(c4ccc(F)cc4)CC3)c(C)c2c1=O,0.0%,10%,i,2,17%,14%,16%,-0.3%,i,0.5,0.3,72
CC1SC(=NC(=O)c2ccco2)NC1=O (configuration not stated),-0.1%,2%,i,25,6%,9%,16%,-2.3%,i,0.7,-0.3,78
CCN(CC)S(=O)(=O)c1ccc(N2CCCC2)c(C(=O)OCC(=O)/C(C#N)=C(\C)N)c1,-0.1%,-4%,i,39,14%,10%,7%,-4.4%,i,0.9,1.3,63
CC(=O)OCCN(CCOC(C)=O)c1c(C)[nH]c(=O)[nH]c1=O,0.0%,-20%,i,42,-43%,20%,26%,-1.1%,i,7.6,0.9,53
COc1ccc(CCNC(=O)c2sc3ccccc3c2Cl)cc1OC,-0.1%,-22%,i,36,24%,20%,5%,-2.6%,i,0.2,3.6,46
COc1cc(Nc2nnc(C)s2)c(Cl)cc1Cl,-0.1%,-15%,i,38,14%,-10%,-6%,1.4%,i,1.3,-6.1,77
O=C(Nc1nnc(C2=COCCO2)o1)c1ccc(F)cc1,-0.1%,-13%,i,71,4%,-15%,-15%,1.0%,i,0.6,0.8,70
COC(=O)COc1cc(OCC(=O)OC)c2c(C)c(Cl)c(=O)oc2c1,0.2%,-6%,i,54,17%,-5%,4%,-0.6%,i,0.0,3.4,67
COc1ccc(Cl)cc1N(CC(=O)Nc1ccc2c(c1)OCCO2)S(C)(=O)=O,-1.0%,-15%,i,48,-7%,-28%,-8%,-0.6%,i,2.6,-1.2,83
Cc1ccc(N=C(N(C)C)P(=O)(N(C)C)N(C)C)c(C)c1,0.6%,-14%,i,65,17%,-5%,14%,-1.5%,i,0.0,0.5,50
NC(=O)CSc1oc(-c2cccs2)nc1S(=O)(=O)c1ccccc1,0.2%,-13%,i,8,-4%,35%,-6%,-3.5%,i,1.6,0.6,66
CC12CCC(C(=O)NC3CCCCC3)([C@H](Br)C1=O)C2(C)C (some centres not stated),-0.1%,5%,i,16,11%,-25%,11%,0.3%,i,0.2,0.6,56
COc1ccc(CNC(=S)Nc2ccccc2)cc1Cl,-0.1%,-11%,i,39,-22%,10%,7%,2.1%,i,0.7,-1.1,70
COC(=O)c1ccc(COC(=O)c2ccc(S(=O)(=O)N3CCC(C)CC3)cc2)o1,-0.2%,4%,i,37,10%,-37%,7%,-3.1%,i,1.1,-0.1,47
CCOc1ccc(/C(C)=N/NC(=O)Cn2nc([N+](=O)[O-])cc2C)cc1,0.0%,-9%,i,36,9%,13%,10%,12%,i,0.9,0.5,44
Cc1nc(CN(C)Cc2nc(Cc3cccc(F)c3)no2)cs1,-0.2%,-31%,i,36,-10%,-16%,-3%,-3.5%,i,0.5,-2.3,67
CC(C)c1[nH]nc2c1C(c1cccnc1)C(C#N)=C(N)O2 (configuration not stated),0.2%,-5%,i,15,10%,10%,17%,-0.6%,i,5.1,0.5,81
Cc1nn(CC(=O)Nc2ccc(C(C)C)cc2)c(C)c1[N+](=O)[O-],0.1%,-12%,i,37,7%,-1%,-6%,-0.7%,i,0.8,1.5,68

# Screens (PubChem BioAssay)
